HTR5A inv ctr = counter-screen for OPRM1-OPRD1 inverse agonists: human HTR5A inverse agonism | HTR5A cell line, luminescence | AID 504634 | 340,000 compounds, 0.083% hits | inhibition, % at 9.3 µM; in the data active means inhibition mostly above about 23%, no sharp cut-off; inactive means mostly below about 18%;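 further: 0% = cells with DMSO and 100% = no-cell wells with DMSO; some compounds called inactive have numbers as strong as hits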
MOR-DOR ag = OPRM1-OPRD1 heterodimerization agonism; P35372+P41143; AID 504326; 340,000 compounds, 0.3% hits; activation, % at 9.3 µM; cells, luminescence; in the data active means activation above about 18%;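 further: 0% = vehicle-treated cells and 100% = reference agonist; values of inactives mirror those of a sister screen read the other way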
Target sequence (P35372 whole entry, looked up): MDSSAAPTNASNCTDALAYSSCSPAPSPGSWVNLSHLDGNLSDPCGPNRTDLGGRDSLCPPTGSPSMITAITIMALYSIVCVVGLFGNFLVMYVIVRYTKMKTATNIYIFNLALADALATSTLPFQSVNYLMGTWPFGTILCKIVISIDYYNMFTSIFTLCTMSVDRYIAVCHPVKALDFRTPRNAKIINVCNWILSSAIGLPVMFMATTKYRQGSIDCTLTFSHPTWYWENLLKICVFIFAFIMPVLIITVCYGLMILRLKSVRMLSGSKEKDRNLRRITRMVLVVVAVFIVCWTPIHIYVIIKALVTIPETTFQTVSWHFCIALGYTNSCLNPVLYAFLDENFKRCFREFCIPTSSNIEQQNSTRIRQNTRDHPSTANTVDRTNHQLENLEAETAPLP
Target sequence (P41143 whole entry, looked up): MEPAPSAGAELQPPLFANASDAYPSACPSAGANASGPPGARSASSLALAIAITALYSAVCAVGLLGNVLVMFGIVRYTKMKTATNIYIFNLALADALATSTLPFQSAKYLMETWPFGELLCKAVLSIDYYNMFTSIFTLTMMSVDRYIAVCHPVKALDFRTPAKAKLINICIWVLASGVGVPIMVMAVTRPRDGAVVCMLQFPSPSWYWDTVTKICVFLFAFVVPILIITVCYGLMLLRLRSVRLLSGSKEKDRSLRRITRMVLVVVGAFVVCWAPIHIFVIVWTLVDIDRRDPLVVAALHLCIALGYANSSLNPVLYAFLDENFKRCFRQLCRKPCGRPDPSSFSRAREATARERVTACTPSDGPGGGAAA
V-ATPase pH = regulators of yeast V-ATPase proton transport. S. cerevisiae, pHLuorin cytosolic pH fluorescence. response, % at 10 µM. 350,000 compounds, 0.37% hits. AID 504577; in the data active means response mostly above about 7.3%, no sharp cut-off; inactive means mostly below about 5.4%; further: actives read high; inactives centre near 0; some compounds called inactive have numbers as strong as hits; reference of the scale not given here
OPRM1-OPRD1 inv = inverse agonist of human OPRM1-OPRD1 heterodimerization. inhibition, % at 9.3 µM. 340,000 compounds, 0.21% hits. AID 504357. cell-based MOR-DOR heterodimer luminescence, inverse agonism; in the data active means inhibition above about 22%, passing the limit was not always enough;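 further: 0% = cells with DMSO and 100% = wells without cells with DMSO; values of inactives mirror those of a sister screen read the other way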
Arrestin-AP2 inh = blocks beta-arrestin peptide binding to AP2 adaptin; FITC-arrestin peptide / GST-AP2 beads, flow cytometry; AP2 beta2 appendage carries R879A mutation; inhibition, % at 10 µM; 340,000 compounds, 0.31% hits; AID 504490;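 active means inhibition above a set limit, near 3 SD of compounds lacking own fluorescence, cut at about 54% in these data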;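 further: plate controls were DMSO wells for no effect and 5 µM unlabelled arrestin peptide for full effect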
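System: GST-AP2 R879A glutathione beads; medium: PBS, Tween 20 0.05%, BSA 0.1%; reagent: fluorescein-tagged arrestin peptide at 50 nM final; schedule: pre-incubation 12 min, peptide binding 1 h, room temperature; detection: flow cytometry, FL1 (488/535 nm); read-out: inhibition as reduced fluorescein signal on beads, percent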
PKA-R2B activ = activators of human PKA-R2B complex | AID 504700 | P22694+P31323 | activation, % at 11.4 µM | 340,000 compounds, 0.079% hits | PKA-R2B holoenzyme dissociation, Cy5-IP20 fluorescence polarization; R2B truncated from residue 108, S112A mutant; 0% DMSO only, 100% 113 µM cGMP;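 active means activation above a cutoff set at the mean over all compounds plus 3 SD, cut at about 18% in these data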;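 further: higher means more holoenzyme dissociation and a rise in polarization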
HTR5A ag = HTR5A agonism, opioid heterodimer counter-screen; P47898; HTR5A agonist assay, luminescence, cell-based; activation, % at 9.3 µM; 340,000 compounds, 0.61% hits; in the data active means activation mostly above about 9.5%, no sharp cut-off; inactive means mostly below about 7.6%;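 further: 0% = cells with vehicle only and 100% = reference agonist; strong numbers were not always called active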
Pemphigus Ab inh = blocks pemphigus antibody binding to human desmoglein-3; DSG3-coupled beads, scFv-anti-DSG3-GFP binding, flow cytometry; stronger effect = lower value; binding (percent of control), % at 10 µM; 310,000 compounds, 0.48% hits; P32926;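 active means binding more than 3 SD below its plate's average and above zero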; further: some compounds called inactive have numbers as strong as hits
PKA-R1A activ = activates the PKA-R1A holoenzyme complex. P00514+P68181. PKA-R1A dissociation, Cy5-IP20 fluorescence polarization; scaled: DMSO 0%, 113 µM cGMP 100%. activation, % at 11.4 µM. 340,000 compounds, 0.083% hits. AID 504707;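 active means percent activation above the mean of all tested compounds plus 3 SD, cut at about 19% in these data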;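 further: higher means more PKAc released from R1A so a rise in polarization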
DAGLB inhibitor = diacylglycerol lipase beta (human) inhibition. Q8NCG7. HEK293T DAGLB membrane lysate, EnzChek fluorogenic substrate. inhibition, % at 5.17 µM. 340,000 compounds, 0.059% hits. AID 504411; in the data active means inhibition above about 34%;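 further: 0% = enzyme with vehicle and 100% = wells lacking enzyme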
Starred values were filed as active, the others as inactive; . = no result given.

entry	SMILES	HTR5A inv ctr	MOR-DOR ag	V-ATPase pH	OPRM1-OPRD1 inv	Arrestin-AP2 inh	PKA-R2B activ	HTR5A ag	Pemphigus Ab inh	PKA-R1A activ	DAGLB inhibitor
1	Cc1cc(=O)oc(C)c1C(=O)OC(C(=O)c1ccccc1)c1ccccc1 (configuration not stated)	15	2.6	0	-13	2	12	4	.	6	-4
2	Cc1ccc(NCC(=O)Nc2cccc(F)c2)cc1S(=O)(=O)N1CCCCCC1	-16	0.7	-2	-4	-2	-3	4	111	-11	-4
3	CCCCn1c(=NC(=O)c2ccco2)c(C(=O)OCC)cc2c(=O)n3ccccc3nc21	9	-1.2	5	8	13	-3	1	94	0	1
4	COc1cc(/C=C2\N=C(c3ccccc3)NNC2=O)cc(OC)c1OC	-30	-4.9	-2	25	-2	9	4	99	-11	3
5	Cc1ccc(C)c(OC(C)C(=O)Nc2ccc(S(=O)(=O)Nc3nccs3)cc2)c1 (configuration not stated)	8	-0.8	-2	5	1	-16	1	94	-12	6
6	COc1ccc(-n2nnnc2SCC(=O)NC(=O)Nc2ccc3c(c2)OCCO3)cc1	-9	-2.4	0	13	-13	-6	3	102	-7	-2
7	Cc1ccc2nc(-c3ccccn3)cc(C(=O)NC(C)C(C)(C)C)c2c1 (configuration not stated)	1	-2.7	1	13	-47	-4	-5	119	-8	-3
8	Cc1cc(/C=C(/C#N)c2nc3ccccc3[nH]2)c(C)n1-c1ccccc1C(=O)O	5	-2.9	1	13	-31	0	-2	100	3	7
9	CCC(=O)N1CCc2cc(S(=O)(=O)CCC(=O)NCCc3ccccc3)ccc21	-16	-0.2	0	1	7	0	8	.	8	-2
10	O=C(COC(=O)Cc1ccc(S(=O)(=O)N2CCOCC2)s1)NCc1ccc(Cl)cc1	-11	-1.0	6	5	11	-5	-1	103	-9	0
11	COC(=O)CSc1nc(NC(C)(C)C)nc(N(C)C)n1	44	-3.0	-2	15	29	1	-1	106	-17	-2
12	Cc1ccc(S(=O)(=O)N(CC(=O)NCCSCc2ccco2)c2cc(C)ccc2C)cc1	12	-1.0	1	5	-3	-4	-2	100	0	-21

(next part)
entry	SMILES	HTR5A inv ctr	MOR-DOR ag	V-ATPase pH	OPRM1-OPRD1 inv	Arrestin-AP2 inh	PKA-R2B activ	HTR5A ag	Pemphigus Ab inh	PKA-R1A activ	DAGLB inhibitor
13	CC(=O)Nc1cc(NC(C)=O)cc(C(=O)OC(C)C(=O)Nc2ccc(S(=O)(=O)N3CCCC3)cc2)c1 (configuration not stated)	21	-4.2	1	21	-7	1	1	105	-10	1
14	CCO[C@@H]1OC(C(=O)NCc2nc3ccccc3[nH]2)=C[C@H](C2CCCCC2)[C@H]1CCCO	1	1.2	-4	-7	11	-4	3	96	7	0
15	Cc1ccc(OCCCC(=O)N2CCOCC2)c(C)c1	-15	0.1	5	0	29	-2	6	102	2	-3
16	COCCN(Cc1cc2ccc(C)c(C)c2nc1Cl)C(=O)N1CCOCC1	-24	-1.5	-1	8	-8	3	2	99	-11	-1
17	Cc1ccc(S(=O)(=O)N2CCOCC2)cc1C(=O)OCC(=O)NC1CCS(=O)(=O)C1 (configuration not stated)	2	-0.8	-1	4	10	-6	-4	107	-5	1
18	CCCN(CC(=O)Nc1ccccc1OC)C(C)C(=O)NC(C)CCc1ccccc1 (configuration not stated)	11	0.7	0	-5	3	5	-1	102	-2	-3
19	CCN(CC)S(=O)(=O)c1ccc(-c2nnc(SCC(=O)Nc3ccc(OC)cc3)o2)cc1	-27	3.3	-2	-17	9	-12	9	.	-1	8
20	COCC(C)NCc1cccc2ccccc12 (configuration not stated)	22	-0.7	-1	4	-18	-4	8	98	-16	1
21	Cc1ccc(CNc2nc3ccccc3s2)s1	-1	-1.7	4	8	-4	-6	3	.	-7	-3
22	CS(=O)(=O)Nc1ccc(C(=O)NC2CC3CCC2C3)cc1 (configuration not stated)	-35	-1.6	-1	9	19	-4	1	110	2	1
23	COc1cc(C(=O)Nc2nnc(SC)s2)c([N+](=O)[O-])cc1OC	8	-0.5	1	2	-8	2	-3	100	5	-1
24	NC1=NC(=Nc2ccc(Cl)cc2)c2ccccc21	8	-1.5	-1	10	6	5	-3	90	7	1

Eleven structures out of the list, sorted by formula weight, highest first.
entry	SMILES	HTR5A inv ctr	MOR-DOR ag	V-ATPase pH	OPRM1-OPRD1 inv	Arrestin-AP2 inh	PKA-R2B activ	HTR5A ag	Pemphigus Ab inh	PKA-R1A activ	DAGLB inhibitor
13	CC(=O)Nc1cc(NC(C)=O)cc(C(=O)OC(C)C(=O)Nc2ccc(S(=O)(=O)N3CCCC3)cc2)c1 (configuration not stated)	21	-4.2	1	21	-7	1	1	105	-10	1
19	CCN(CC)S(=O)(=O)c1ccc(-c2nnc(SCC(=O)Nc3ccc(OC)cc3)o2)cc1	-27	3.3	-2	-17	9	-12	9	.	-1	8
12	Cc1ccc(S(=O)(=O)N(CC(=O)NCCSCc2ccco2)c2cc(C)ccc2C)cc1	12	-1.0	1	5	-3	-4	-2	100	0	-21
17	Cc1ccc(S(=O)(=O)N2CCOCC2)cc1C(=O)OCC(=O)NC1CCS(=O)(=O)C1 (configuration not stated)	2	-0.8	-1	4	10	-6	-4	107	-5	1
14	CCO[C@@H]1OC(C(=O)NCc2nc3ccccc3[nH]2)=C[C@H](C2CCCCC2)[C@H]1CCCO	1	1.2	-4	-7	11	-4	3	96	7	0
18	CCCN(CC(=O)Nc1ccccc1OC)C(C)C(=O)NC(C)CCc1ccccc1 (configuration not stated)	11	0.7	0	-5	3	5	-1	102	-2	-3
16	COCCN(Cc1cc2ccc(C)c(C)c2nc1Cl)C(=O)N1CCOCC1	-24	-1.5	-1	8	-8	3	2	99	-11	-1
22	CS(=O)(=O)Nc1ccc(C(=O)NC2CC3CCC2C3)cc1 (configuration not stated)	-35	-1.6	-1	9	19	-4	1	110	2	1
11	COC(=O)CSc1nc(NC(C)(C)C)nc(N(C)C)n1	44	-3.0	-2	15	29	1	-1	106	-17	-2
21	Cc1ccc(CNc2nc3ccccc3s2)s1	-1	-1.7	4	8	-4	-6	3	.	-7	-3
20	COCC(C)NCc1cccc2ccccc12 (configuration not stated)	22	-0.7	-1	4	-18	-4	8	98	-16	1

Remaining list, next part:
entry	SMILES	HTR5A inv ctr	MOR-DOR ag	V-ATPase pH	OPRM1-OPRD1 inv	Arrestin-AP2 inh	PKA-R2B activ	HTR5A ag	Pemphigus Ab inh	PKA-R1A activ	DAGLB inhibitor
25	CCOC(=O)C1(CCSC)NC(c2ccco2)C2C(=O)N(C)C(=O)C21 (configuration not stated)	-9	-2.0	0	11	-6	-6	-2	100	-5	-3
26	CN(C)S(=O)(=O)c1ccc(C(=O)N2CCN=C2SCc2cccnc2)cc1	23	1.7	-2	-10	30	0	0	118	9	1
27	C/C(=N\OCC(=O)Nc1ccccc1C(C)(C)C)c1ccc2c(c1)OCCO2	3	0.5	-1	-3	21	6	2	111	-15	-9
28	Cc1ccc(/C=C/c2ccc3cccc(O)c3n2)s1	-9	7.7	0	-54	0	5	2	.	1	-7
29	COc1cccc(N2CCN(S(=O)(=O)c3cccc4cccnc34)CC2)c1	-1	-2.4	-1	12	-11	3	1	98	-5	-4
30	C=CCOc1ccc(/C(CC)=N/O)c(OC)c1	5	-2.9	0	15	-1	-1	-2	96	0	0
31	COC(C/C=C\[C@H](O)[C@@H](C)OCc1ccccc1)OC	3	-2.9	-8	16	2	-6	-4	104	6	-1
32	Cc1ccc(NC(=O)CCC(=O)NNC(=O)C(c2ccccc2)c2ccccc2)c(C)c1	9	-0.2	-6	1	1	5	1	103	-10	-9
33	COc1cc(/C=C2\C(=N)N3N=CSC3=NC2=O)cc(Br)c1OC(=O)c1ccco1	14	0.8	-1	-6	-7	-11	4	107	-3	4
34	CC(=O)Nc1cc(N=Cc2ccc(O)cc2O)c(Cl)cc1Cl	12	-0.4	-1	2	18	-3	5	.	-8	1
35	COc1cc(CCC(=O)Nc2nnc(C)s2)cc(OC)c1OC	-19	-1.7	1	9	-9	-8	7	110	-1	2
36	CCCN(C(=O)CSc1cc(-c2ccccc2)c2ccc(OC)cc2n1)C1CCS(=O)(=O)C1 (configuration not stated)	-3	1.9	-3	-11	-10	-7	1	99	2	-1

Other entries follow.
entry	SMILES	HTR5A inv ctr	MOR-DOR ag	V-ATPase pH	OPRM1-OPRD1 inv	Arrestin-AP2 inh	PKA-R2B activ	HTR5A ag	Pemphigus Ab inh	PKA-R1A activ	DAGLB inhibitor
37	COc1ccccc1NS(=O)(=O)c1cc(NC(=O)c2cccs2)ccc1N1CCOCC1	16	-3.4	0	17	32	8	11	99	-7	0
38	Cc1cc(/C=C2/NC(=O)NC2=O)c(C)n1-c1ccc(C#N)cc1	8	-1.4	5	8	47	-2	-3	97	12	0
39	CCOc1cccc2cc(C(=O)N3CC(C)OC(C)C3)c(=O)oc12 (configuration not stated)	-14	-3.8	2	19	-2	-2	0	99	-7	0
40	Cc1cc(NC(=O)CN2CCN(S(=O)(=O)c3ccc4ccccc4c3)CC2)no1	-36	5.0	2	-28	5	4	10*	108	9	2
41	CC(C)/C=N\NC(=O)CCCCC(=O)N/N=C/C(C)C	10	-2.5	-2	11	7	6	2	101	-5	1
42	O=C(CN1CCCCC1)Nc1ccccc1-c1ccccc1	-12	4.3	-2	-24	28	-9	-1	87	9	-5
